MT stabilize HCS – microtubule stabilizers in HeLa cells | HeLa tubulin immunostaining HCS, 24 h; share of cells brighter than vehicle mean+2SD | % tubulin-high responders, % at 10 µM | 200,000 tested, 0.83% active;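 active = plate Z-score above 3 for both tubulin-high and condensed-nucleus cell shares, with cell loss under 80%, at 10 µM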;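 also: anti alpha tubulin signal scored within the nucleus-defined area of each cell; some results filed as inactive read as strong as hits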
bCat nuc transl – beta-catenin nuclear translocation modulation; 190,000 tested, 0.3% active; AID 1665; HeLa beta-catenin nuclear translocation, immunofluorescence imaging; nuclear translocation activity, % at 5 µM;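 active = nuclear translocation activity above 50% at 5 µM, with a well cell count of 50 or more; inconclusive = wells under 50 cells across six images, flagged as toxic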;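 also: per-cell ratio of nuclear to cytoplasmic median beta-catenin stain intensity; plate controls were DMSO negative control for no effect and GSK-3 inhibitor IX positive control for full effect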
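Signal – beta-catenin immunofluorescence imaging with DAPI · Test system – human HeLa cell line · Dosing – 5 µM primary single dose, 0.1% DMSO, 0.02–20 µM confirmation series · Measure – % activation, nuclear-to-cytoplasmic median beta-catenin signal ratio per cell · Incubation – 24 h compound exposure at 37°C, 5% CO2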
T cell modulator – modulates CD8 T cell binding to vesicles; 330,000 tested, 0.068% active; 2C CD8+ T cell-vesicle binding, flow cytometry; hits give low values; calls only at 7 µM;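 active = response, share of CD8 T cells binding vesicles, and their 90th percentile fluorescence all below set limits, cut at about 80% in these data, passing the limit was not always enough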
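Benchmarks: naked versus QL9-loaded vesicles / Assay system: purified 2C TCR transgenic mouse naive CD8+ T cells / Technique: high-throughput flow cytometry with anti-B7-1 and anti-CD8 staining / Timing: Cell–vesicle co-incubation 1.5 h at 37 °C, staining 20 min on ice / Read-out: percent CD8+ FL2 mean versus row control / Probe or stimulus: QL9-loaded Drosophila micro-vesicles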
Myeloid diff 2 – compounds promoting myeloid differentiation; 360,000 tested, 1% active; ER-HoxA9 myeloid progenitors, lysozyme-GFP differentiation, flow cytometry; calls only at 10 µM;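 active = normalized GFP-positive differentiation at or above the plate's own cutoff, the solvent-only control mean plus 3 SD; inconclusive = no clear call, values can overlap the other calls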;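 also: cells exposed to compound for four days before flow analysis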
West Nile antiviral – inhibition of WNV-induced cytopathic effect – cell-based, CPE readout (AID 1621) | West Nile virus-infected cells, CPE inhibition; higher % means a stronger effect | one-dose CPE inhibition, % at 10 µM; IC50 in µM for titrated hits | 290,000 tested, 0.02% active; in the data active = a potency from the dose series; inconclusive = CPE inhibition mostly from about 3.7% at the one dose, without a potency; inactive = the rest, 99 in 100 with CPE inhibition below about 2.2%; also: strong numbers were not always called active
Insulin prom up – MIN6 insulin promoter up-regulation; z-score at 5 µM; MIN6 insulin promoter-GFP reporter, high-content imaging; hits give high values; 190,000 tested, 0.3% active; AID 1625;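 active = z-score above 3 at 5 µM with at least 500 cells counted in the well; inconclusive = wells under 500 cells, flagged as cytotoxic or low count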
Autophagy HCS – alters autophagy in cells. AID 463193. 190,000 tested, 0.98% active. MEF GFP-LC3 puncta imaging; test concentration mostly 10 µM. calls only at 10 µM (by protocol);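 active = percentage of spot-positive cells more than 3 SD above its plate mean, without a fluorescence outlier flag or 80% toxicity; inconclusive = no clear call, values can overlap the other calls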;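 also: spot-positive cell cutoff set from DMSO-treated cells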
WT yeast gro inh – growth inhibition of WT yeast, mitochondrial fusion screen | mitochondrial fusion phenotypic screen, WT strain | inhibition, % at 10 µM | 190,000 tested, 2.1% active | AID 1362; in the data active = inhibition above about 58%; tested in S. cerevisiae
Hep lipid drop – hepatic lipid droplet formation modulation; AML12 mouse hepatocytes, oleate lipid droplets, BODIPY imaging; inhibition, % at 6.5 µM; 240,000 tested, 0.4% active;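 active = lipid droplet intensity inhibited by at least 50%, with more than 500 cells counted; inconclusive = wells with under 300 cells, treated as cytotoxic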
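Assay system: AML12 mouse liver cells | Compound dosing: One dose, 6.5 µM compound | Read-out basis: Droplet intensity reduction, % inhibition | Measured by: Fluorescence imaging, 20x objective, two fields per well | Schedule: Overnight treatment with compound plus oleate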
WT yeast gro inh mutant strain – also measured in WT yeast gro inh; calls as there; inhibition, %; mitochondrial fusion phenotypic screen, mutant strain inhibition
Insulin prom up cell count – further read-out of Insulin prom up, marked with its call; cell count; measured here: cytotoxicity, nuclei count;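 total cells summed across four imaged fields per well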
Hep lipid drop cells 6.5 µM – further read-out of Hep lipid drop, marked with its call; cell count; measured here: cell count, cytotoxicity flag;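 cells counted across two imaged fields per well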
bCat nuc transl cell count 5 µM – also measured in bCat nuc transl; calls as there; cell count; measured here: cell count, cytotoxicity flag
T cell modulator vesicle-bound % – further read-out of T cell modulator, marked with its call; double positive events, %; measured here: CD8+ vesicle-bound cell fraction;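 binding gate set so that unloaded-vesicle control wells show 10% double positive cells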
MT stabilize HCS Hoechst-high % – second read-out of MT stabilize HCS, no call of its own (marks repeat the call); % Hoechst-high responders; measured here: nuclear condensation Hoechst responders;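 share of cells brighter than vehicle mean plus two SD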
MT stabilize HCS cytotoxicity % – also measured in MT stabilize HCS; calls as there; toxicity, %; measured here: cytotoxicity by cell density;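 0% = mean cell density of plate MIN control wells and 100% = no cells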
Autophagy HCS cell loss 18 h – further read-out of Autophagy HCS, marked with its call; toxicity, %; measured here: cell loss, nuclei count;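 cell loss after 18 h compound exposure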
Myeloid diff 2 GFP+ MAC1+ % – further read-out of Myeloid diff 2, marked with its call; GFP+ MAC1+ double positive, %; measured here: differentiation confirmed by MAC1 staining
* = called active by the depositor; i = inactive; u = inconclusive; x = not tested or not shown.

canonical_smiles	MT stabilize HCS	MT stabilize HCS Hoechst-high %	MT stabilize HCS cytotoxicity %	bCat nuc transl	bCat nuc transl cell count 5 µM	T cell modulator	T cell modulator vesicle-bound %	Myeloid diff 2	Myeloid diff 2 GFP+ MAC1+ %	West Nile antiviral	Insulin prom up	Insulin prom up cell count	Autophagy HCS	Autophagy HCS cell loss 18 h	WT yeast gro inh	WT yeast gro inh mutant strain	Hep lipid drop	Hep lipid drop cells 6.5 µM
COc1ccc(C(=O)Cn2c(C)nc([N+](=O)[O-])c2Br)cc1	x	x	x	-0.7	1346	i	40	i	0.1	-0.6%	-0.94	963	x	x	x	x	-2	790
O=C(CCCC(=O)OCC(Cl)=C(Cl)Cl)Nc1ccccc1F	8.1	1.6	13	-0.6	1101	i	27	i	0.4	-0.1%	0.21	1335	i	8	4	-8	12	558
O=C(CNC(=S)N(CCCN1CCOCC1)Cc1cccs1)N1CCOCC1	2.7	2.0	7.7	-0.8	1153	i	25	i	0.9	-0.5%	x	x	i	0	2	11	9	616
O=C(Cn1c(=S)[nH]c2ccccc2c1=O)N1CCc2ccccc2C1	3.3	1.1	8.8	-6.6	1111	i	20	i	0.6	-0.6%	0.27	1679	i	0	-10	-5	-11	630
O=[N+]([O-])c1nn(-c2ccccc2)n(O)c1=NC1CCN(Cc2ccccc2)CC1	1.9	1.0	0.4	0.3	1537	i	28	u	x	17%	0.11	1288	i	71	-16	3	2	655
CSc1ccccc1NC(=S)N/N=C/c1cccn1Cc1cccc(C)c1	4.4	2.4	13	0.3	1141	i	39	i	0.5	-0.9%	-0.99	1178	i	11	63*	19*	10	711
Cc1ccc(Cn2ccc(NC(=O)c3noc4c3CCCC4)n2)cc1	2.4	3.0	6.8	-1.9	1110	i	42	i	1.4	0.4%	-0.48	1918	i	12	-7	-5	13	680
Cc1cccn2c(=O)c3cc(C#N)c(=O)n(-c4c(C)n(C)n(-c5ccccc5)c4=O)c3nc12	3.0	1.8	9.2	-7.8	1005	i	27	i	1.6	-0.6%	0.61	1361	i	5	0	11	x	x
O=CN1CCN(C(=O)c2ccc([N+](=O)[O-])cc2)CC1	3.1	1.6	4.7	-1.3	931	i	47	i	0.7	0.0%	0.03	1424	i	-18	-1	0	24	591
Cc1ccc2nc(NC(=O)C3CCN(S(=O)(=O)c4cnc[nH]4)CC3)sc2c1	2.9	2.2	4.8	-0.8	585	i	62	i	1.4	1.5%	-0.17	1182	i	7	-2	-14	10	702
CCOC(=O)CCNC(=O)N1CCCC(C(=O)c2cc(C)c(OC)c(C)c2)C1 (stereo not drawn)	x	x	x	x	x	i	44	i	0.4	-0.3%	x	x	x	x	x	x	19	790
COc1ccccc1NC(=O)C(NC(=O)c1ccc(C)cc1)c1ccccc1 (stereo not drawn)	x	x	x	x	x	i	55	i	0.7	-1.1%	x	x	x	x	x	x	-4	790
COc1ccc(C)cc1NC(=O)C(OC(=O)CNC(=O)c1ccc(Br)cc1)c1ccccc1 (stereo not drawn)	2.3	1.6	0.8	0.6	980	i	20	i	1.4	-1.6%	-0.07	1378	i	-8	23	5	-34	633
CN1C(=O)C2(C(C#N)=C(N)N(c3ccc(Cl)cc3)C3=C2C(=O)CC(C)(C)C3)c2ccccc21 (stereo not drawn)	3.6	2.9	7.9	-5.3	1174	i	35	i	1.3	-0.3%	0.42	908	i	-12	25	30	11	775
Cc1ccc(C(=O)CC(=O)COc2ccc(Cl)cc2)cc1	3.4	2.9	11	-2.2	1108	i	15	i	0.1	-0.5%	0.69	1635	i	-4	1	-3	-6	639
CS(=O)(=O)c1cccc(NC(=O)C2CCCN2S(=O)(=O)c2ccc(F)cc2)c1 (stereo not drawn)	x	x	x	x	x	i	29	i	0.3	-0.6%	x	x	x	x	x	x	7	826
CC(C)n1c(NCc2cccs2)nc2ccccc21	2.9	3.1	11	0.1	1051	i	36	i	6.5	-1.0%	-0.14	1299	i	-13	-5	3	-1	728
Cc1ccc(C)c(Nc2ccc3nonc3c2[N+](=O)[O-])c1	x	x	x	x	x	i	23	i	0.9	-0.8%	x	x	x	x	x	x	-5	814
Cc1ccc(NC(=O)CCC(=O)c2cccs2)c(O)c1	x	x	x	0.8	1427	i	61	i	0.6	0.4%	-0.21	917	x	x	x	x	-4	747
C=CCN1C(=S)N[C@@H]2CS(=O)(=O)C[C@@H]21	x	x	x	-1.1	1286	i	42	i	0.1	0.1%	0.88	1346	x	x	x	x	-30	773
COc1ccc(N2CCN(C(=O)Cn3c(=O)[nH]c4ccccc4c3=O)CC2)cc1	1.6	1.7	6.6	-1.5	1125	i	38	x	x	-0.3%	-0.4	1176	i	-2	7	-9	-11	684
COc1ccc(NC(=O)CSc2nnnn2Cc2ccccc2)cc1	1.2	1.2	6.4	3.6	801	i	21	i	0.6	-0.6%	0.44	1454	i	8	-12	-9	4	690
COc1ccc(CCN(C)C(=O)C2CCCN(C3CCN(Cc4ccccc4)CC3)C2)cc1OC (stereo not drawn)	x	x	x	x	x	i	1	i	2.1	0.1%	x	x	x	x	x	x	-11	718
COC(=O)C1C(O)=C(C=NCc2ccccc2)C(=O)CC1(C)C (stereo not drawn)	2.5	2.0	0.8	-0.7	1254	i	60	i	1.1	-0.3%	-0.02	1572	i	4	-2	-19	x	x
O=C(NCC1CCCO1)C1CCCN(S(=O)(=O)c2cccc3nsnc23)C1 (stereo not drawn)	3.8	2.7	4.9	x	x	i	52	i	2.6	0.0%	-0.72	1275	i	-2	4	6	1	696
Cc1ccc(C)c(N2CCN(C(=O)CCNC(=O)Cn3ccc4ccccc4c3=O)CC2)c1	5.9	3.2	14	1.3	1421	i	34	i	1.2	-1.4%	1.6	1098	i	33	13	-1	x	x
Cc1cccc(C)c1NC(=O)COC(=O)c1ccccc1Nc1ccccc1	5.1	2.7	0.3	1.2	532	i	10	i	0.2	-0.6%	0.02	1178	i	3	-9	-29	-2	685
CCOCC(=O)Nc1ccccc1C(=O)OCC	2.9	1.5	4.5	0.7	1069	i	52	i	1.3	0.5%	0.23	1105	i	3	2	4	-3	584
Nc1[nH]n(-c2ccccc2)c(=O)c1N=Nc1ccccc1	x	x	x	-4.8	1153	i	44	i	0.7	-0.7%	-1.7	1385	x	x	x	x	11	740
CC1CCN(Cc2c(C(=O)O)nnn2-c2nonc2N)CC1	2.1	2.0	3.6	0.6	1571	i	7	i	0.4	-0.1%	0.19	1461	i	-6	-5	2	0	709
CC1(NC(=S)Nc2ccc(NC(=S)NC3(C)CCS(=O)(=O)C3)cc2)CCS(=O)(=O)C1 (stereo not drawn)	x	x	x	-3.3	1213	i	47	i	0.2	-0.5%	0.1	1332	x	x	x	x	2	766
Cc1cccc(-c2nnc(SCc3cc(=O)[nH]c4ccccc34)n2C)c1	4.4	2.9	3.7	-3.6	1087	i	57	i	0.4	0.1%	-0.31	1103	i	-2	-9	-14	x	x
CCN(CC(=O)Nc1cccc(OC)c1)C(=O)c1ccncc1	x	x	x	x	x	i	23	i	0.8	-0.7%	x	x	x	x	x	x	-1	738
O=c1c(Cc2ccc(Cl)cc2)c(O)ccn1Cc1cccs1	2.7	2.9	7.5	-4.5	1088	i	31	i	0.2	-0.2%	-0.09	1544	i	-24	-8	-2	-16	679
O=C(O/N=C1/CCCc2occc21)c1ccc(Cl)cc1Cl	x	x	x	0.4	1319	i	40	i	0.6	0.0%	0.83	970	x	x	x	x	41	728
Cc1ccc(C(=O)COc2cccc(NC(=O)c3ccco3)c2)cc1	2.5	1.7	5.2	-0.4	1048	i	42	i	0.2	-0.4%	-0.02	1298	i	4	-2	3	-10	618
CN1CC(=O)N(CC(=O)NCCc2ccc(F)cc2)c2ccccc2C1=O	1.4	1.1	4.5	x	x	i	70	i	0.2	0.0%	-0.18	1285	i	-4	-13	0	2	706
O=C(Nc1ccon1)c1ccc(S(=O)(=O)N2CCCCCC2)cc1	3.4	1.5	1.0	2.0	993	i	40	i	0.8	0.1%	0.18	1940	i	-10	7	15	-6	664

Looked up by structure from the list above (3):
canonical_smiles	MT stabilize HCS	MT stabilize HCS Hoechst-high %	MT stabilize HCS cytotoxicity %	bCat nuc transl	bCat nuc transl cell count 5 µM	T cell modulator	T cell modulator vesicle-bound %	Myeloid diff 2	Myeloid diff 2 GFP+ MAC1+ %	West Nile antiviral	Insulin prom up	Insulin prom up cell count	Autophagy HCS	Autophagy HCS cell loss 18 h	WT yeast gro inh	WT yeast gro inh mutant strain	Hep lipid drop	Hep lipid drop cells 6.5 µM
O=C(O/N=C1/CCCc2occc21)c1ccc(Cl)cc1Cl	x	x	x	0.4	1319	i	40	i	0.6	0.0%	0.83	970	x	x	x	x	41	728
Cc1ccc(C(=O)COc2cccc(NC(=O)c3ccco3)c2)cc1	2.5	1.7	5.2	-0.4	1048	i	42	i	0.2	-0.4%	-0.02	1298	i	4	-2	3	-10	618
O=c1c(Cc2ccc(Cl)cc2)c(O)ccn1Cc1cccs1	2.7	2.9	7.5	-4.5	1088	i	31	i	0.2	-0.2%	-0.09	1544	i	-24	-8	-2	-16	679
